Rtt109 Vps75 = blocks Candida albicans Rtt109/Vps75 acetyltransferase activity; Q5AAJ8; purified Rtt109/Vps75, ThioGlo CoA-SH fluorescence, 4 h; inhibition, % at 34.9 µM; 330,000 tested, 0.16% active; AID 540336;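 active = inhibition of at least 50% in every replicate; inconclusive = best replicate reaches 50% inhibition but some replicates fall short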
Target sequence (Q5AAJ8 whole entry, looked up): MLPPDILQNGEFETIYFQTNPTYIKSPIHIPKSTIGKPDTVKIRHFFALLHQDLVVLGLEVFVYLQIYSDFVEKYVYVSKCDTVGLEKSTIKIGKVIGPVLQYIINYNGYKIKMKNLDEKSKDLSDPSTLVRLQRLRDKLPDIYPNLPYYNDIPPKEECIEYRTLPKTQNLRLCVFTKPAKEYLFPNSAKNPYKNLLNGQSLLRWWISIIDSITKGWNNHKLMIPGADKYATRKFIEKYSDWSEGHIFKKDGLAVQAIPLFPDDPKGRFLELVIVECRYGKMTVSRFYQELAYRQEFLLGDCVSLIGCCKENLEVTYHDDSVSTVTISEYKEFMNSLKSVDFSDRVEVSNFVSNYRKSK
PvdQ inh = blocks Pseudomonas aeruginosa PvdQ acylase activity; 340,000 tested, 0.063% active; inhibition, % at 10 µM; purified PvdQ acylase, fluorescence plate reader; in the data active = inhibition above about 30%, passing the limit was not always enough; inconclusive = no clear call, values can overlap the other calls;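 note: 0% = vehicle neutral wells and 100% = reference inhibitor wells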
Wnt bcat act = Wnt/beta-catenin pathway activation | Wnt/beta-catenin reporter cell assay, activator, plate reader | activation, % at 9.35 µM | 300,000 tested, 1.2% active | AID 743398; in the data active = activation above about 30%, passing the limit was not always enough; inconclusive = no clear call, values can overlap the other calls;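 note: 0% = neutral control wells and 100% = positive control wells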
HTR5A ag ctr = counter-screen for OPRM1-OPRD1 agonists: human HTR5A agonism; 340,000 tested, 0.61% active; HTR5A agonist assay, luminescence, cell-based; activation, % at 9.3 µM; P47898; in the data active = activation mostly above about 9.5%, no sharp cut-off; inactive = mostly below about 7.6%;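 note: 0% = cells with vehicle only and 100% = reference agonist; strong numbers were not always called active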
Target sequence (P47898 whole entry, looked up): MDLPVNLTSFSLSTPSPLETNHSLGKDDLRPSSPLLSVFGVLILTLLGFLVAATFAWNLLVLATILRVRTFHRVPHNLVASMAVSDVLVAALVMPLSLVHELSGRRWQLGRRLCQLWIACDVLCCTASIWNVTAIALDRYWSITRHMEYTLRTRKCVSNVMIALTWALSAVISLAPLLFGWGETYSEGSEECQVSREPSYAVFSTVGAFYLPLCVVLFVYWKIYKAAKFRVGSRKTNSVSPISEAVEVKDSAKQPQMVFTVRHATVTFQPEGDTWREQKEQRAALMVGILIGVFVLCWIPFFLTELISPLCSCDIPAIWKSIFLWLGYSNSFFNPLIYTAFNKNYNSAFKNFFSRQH
dFosB activator = enhances mouse delta FosB homodimer DNA binding. P13346. purified delta FosB, TAMRA-CDK5 oligo fluorescence polarization; percent of positive-control signal above neutral wells. activation, % at 25 µM. 340,000 tested, 0.99% active. AID 493131;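 active = mean activation above about 17%, with every replicate also reaching it, limit read from the data, passing the limit was not always enough; inconclusive = only one of the two conditions met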;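 note: fluorescence polarization rise as delta FosB binds a TAMRA Cdk5 AP-1 oligo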
Target sequence (P13346 whole entry, looked up): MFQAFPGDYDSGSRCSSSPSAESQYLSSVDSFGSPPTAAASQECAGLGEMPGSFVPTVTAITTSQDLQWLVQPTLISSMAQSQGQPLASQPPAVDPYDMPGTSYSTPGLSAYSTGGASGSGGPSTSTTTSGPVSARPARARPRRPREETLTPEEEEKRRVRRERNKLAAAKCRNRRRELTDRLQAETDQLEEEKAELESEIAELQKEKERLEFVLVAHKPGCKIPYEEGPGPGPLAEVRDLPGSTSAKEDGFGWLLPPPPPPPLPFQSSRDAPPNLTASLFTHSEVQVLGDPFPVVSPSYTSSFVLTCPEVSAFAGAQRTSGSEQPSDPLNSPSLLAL
cardiac RTF act = increases calcium sensitivity of human cardiac regulated thin filaments | P19429+P45379 | IANBD-labeled TnC RTF fluorescence at EC20 calcium; 0% EC20 calcium, 100% full calcium | activation, % at 7.2 µM | AID 493008 | 340,000 tested, 0.24% active;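 active = activation above the mean over all tested compounds plus 3 SD, cut at about 30% in these data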;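 note: rise in fluorescence read as greater calcium sensitivity of cardiac thin filaments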
MITF TRPM1 HTS = increases MITF-driven TRPM1 promoter luciferase signal; SK-MEL-5 TRPM1-promoter luciferase, 24 h; % of positive control, neutral wells = 0; activation, % at 12.5 µM; 300,000 tested, 0.75% active;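 active = mean activation of at least 80% with every replicate also reaching 80%; inconclusive = mean reaches 80% but some replicate falls short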;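 note: 0% = neutral control wells and 100% = parthenolide positive control wells; values of inactives mirror those of a sister screen read the other way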
SR-BI uptake up = SR-BI HDL lipid transfer activation; CHO ldlA[mSR-BI] cells, DiI-HDL uptake fluorescence, 3 h; 100 = double the neutral-control signal; activation, % at 12.5 µM; 320,000 tested, 0.096% active;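 active = mean replicate activation of at least 60% and every replicate at or above 60%; inconclusive = mean or all-replicate condition met, but not both; inactive = mean below 60% and not all replicates reaching 60%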;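 note: 0% = median plate neutral-control signal and 100% = twice that signal; values of inactives mirror those of a sister screen read the other way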
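Test system: SR-BI-overexpressing, LDLR-lacking CHO cells; Also added: labelled HDL, 10 µg/mL; Measured by: bottom-read cell fluorescence after medium removal, ex 550/em 595 nm; Timing: 3 h uptake period with compound, 37 °C; Buffer or medium: F12, 0.5% BSA, 25 mM HEPES; Doses: single compound concentration, delivered by pin transfer.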
CDK5 p35 inh = CDK5/p35 (human) kinase inhibition. Q00535+Q15078. 330,000 tested, 0.01% active. Recombinant CDK5/p35, ADP-Glo luminescence, 60 min. inhibition, % at 10 µM;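 active = highest replicate inhibition of at least 50% and at least 75% of replicates reaching 50%; inconclusive = only one of the two criteria met; inactive = both criteria failed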;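 note: plate controls were DMSO neutral control for no effect and GW8510 at 10 µM for full effect; many of its hits are not listed in these tables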
SR-BI HDL uptake = inhibitors of mouse SR-BI mediated HDL lipid uptake; Q61009; ldlA[mSR-BI] CHO cells, DiI-HDL uptake fluorescence, 3 h; inhibition, % at 12.5 µM; AID 488896; 320,000 tested, 0.96% active;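 active = mean replicate inhibition of at least 70% and a set share of replicates each scoring 70 or more; inconclusive = meets just one of the two criteria; inactive = fails both criteria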;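 note: 0% = median of neutral control wells and 100% = median of positive control wells; values of inactives mirror those of a sister screen read the other way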
Starred values were filed as active, the others as inactive; ? = inconclusive; . = not tested or not shown.

SMILES	Rtt109 Vps75	PvdQ inh	Wnt bcat act	HTR5A ag ctr	dFosB activator	cardiac RTF act	MITF TRPM1 HTS	SR-BI uptake up	CDK5 p35 inh	SR-BI HDL uptake
CC(C)n1c(-c2ccco2)csc1=Nc1cccnc1	-3	-6	0	-1	2	-3	-18	-18	-0.4	18
Cc1cccc(NC(=O)c2cc(NC(=O)c3ccco3)ccc2Cl)n1	2	-9	-2	-7	-16	-2	0	.	-0.7	.
COc1ccc(S(=O)(=O)c2c(O)c3ccc(C(=O)Nc4ccccc4Cl)cc3[nH]c2=O)cc1	-8	-6	0	0	-1	-4	-6	-6	2.5	6
COc1cc(C(=O)Nc2nc(C)cc(C)n2)cc(OC)c1OC	-2	-6	1	5	0	-8	16	-18	0.2	18
CN1CCN(c2ccc(NC(=O)c3ccc4c(c3)[nH]c(=O)n4Cc3ccc(F)cc3)cc2)CC1	13	-8	-12	-2	-6	5	-3	14	0.1	-14
Cc1ccc(C2CC2C(=O)NNC(=S)Nc2ccc(Cl)cc2)cc1 (stereo not drawn)	?	16	.	3	7	1	.	35	2.1	-35
COCCSc1nnc(NC(=O)C2CCCO2)s1 (stereo not drawn)	.	-12	.	0	-6	1	20	-5	-2.5	5
O=C(c1ccc([N+](=O)[O-])cc1)N1CCN(C(=O)c2cccnc2)CC1	1	-9	0	2	-8	1	.	22	0.4	-22
S=c1nc(-c2ccccc2)[nH]c2ccc(Br)cc12	1	-5	7	2	0	3	-12	-2	0.5	2
CC1(C)Cc2c(sc(NC(=O)c3ccccc3)c2C(=O)O)CO1	-2	-3	8	0	-1	2	50	5	-0.4	-5
CC(C)OCC(O)CN1CCC(Cc2ccccc2)CC1 (stereo not drawn)	-8	-14	-1	0	-6	-2	4	-2	-0.6	2
O=C(Nc1nnc(Cc2ccc(Cl)cc2)s1)c1ccco1	4	5	.	-6	-1	-1	26	-3	-1.0	3
CCN1C(=O)c2cccc3c(S(=O)(=O)N(C(=O)c4ccncc4)c4ccc(OC)cc4)ccc1c23	-27	5	0	-2	0	-1	-18	12	0.0	-12
CCOC(=O)C1=CN(Cc2cccc(F)c2)S(=O)(=O)N(CC)C1c1ccccc1 (stereo not drawn)	-8	-13	-1	2	-10	-3	-9	11	1.5	-11
Cc1ccccc1S(=O)(=O)N1CCN(C)CC1	-7	-4	-2	-2	-2	0	1	18	-0.2	-18
Cc1occc1C(=O)Nc1c(Cl)cccc1Cl	-3	-18	0	-4	3	0	-5	15	-0.3	-15
COc1cc2c(cc1OC)C(=O)N1[C@H]3c4cc(Cl)ccc4OC[C@@H]3[C@H](c3ccccc3)[C@]1(C)C(=O)N2	-3	5	-19	3	-6	-3	-16	-38	-0.8	38
COCCN(C(=O)CN1CCc2ccccc21)c1c(N)n(Cc2ccccc2)c(=O)[nH]c1=O	6	-20	3	1	-1	4	-14	.	0.2	-31
O=[N+]([O-])c1cccc(C([O-])=C(C(=S)Nc2cccc3ccccc23)[n+]2ccccc2)c1	0	-1	6	4	6	0	-25	-8	4.0	8
COc1cc(/C=N/NC(=O)c2ccc(O)cc2)ccc1Oc1ccc([N+](=O)[O-])cn1	6	0	-3	-1	-6	-7	-6	-57	0.3	57
Brc1cccc(C2Nc3cccc4cccc(c34)N2)c1	0	-11	1	-2	-3	-2	-15	-18	2.7	18
COC(=O)C1=C(C)Nc2ncnn2C1c1ccccn1 (stereo not drawn)	7	-9	.	1	-12	-1	-8	14	-2.7	-14
CCN1C(=O)N[C@@H](CCc2ccccc2)C(C(=O)OC)=C1C	-6	-17	-3	9	-6	1	4	6	0.4	-6
CCCCNCc1cc(Cl)c(OCCC)c(OCC)c1	5	-3	.	4	-13	4	-3	0	3.5	0
COc1ccc(C2C(C#N)=C(N)N(c3cccnc3)C3=C2C(=O)CCC3)cc1Cn1cc([N+](=O)[O-])cn1 (stereo not drawn)	19	-7	.	2	-8	19	0	22	1.1	-22
Cc1cc(C)n2c(SCC(=O)Nc3ncc(C(F)(F)F)cc3Cl)nnc2n1	.	11	-5	-2	-5	0	-1	0	0.8	0
CCC1(c2ccc(F)cc2)NC(=O)N(CC(=O)NCC(=O)Nc2cccc(C)c2C)C1=O (stereo not drawn)	12	7	2	1	0	-5	-2	1	1.1	-1
Cc1cc2c(=O)n(CC(=O)NCC(=O)Nc3ccc(C(C)C)cc3)cnc2s1	11	6	-3	2	?	-5	-5	-20	.	20
O=C1CCCN1c1ccc(S(=O)(=O)N2CCN(c3ccccn3)CC2)cc1	.	4	-6	0	-2	3	1	16	-1.4	-16
CCOP(=O)(C1=C(O)C(=O)C(C(C)(C)C)=CC1=O)c1ccccc1 (stereo not drawn)	8	0	2	2	0	0	11	22	1.8	-22
Cc1nc2ccccc2c(=O)n1NC(=O)/C=C/c1ccccc1	-8	-9	-6	-5	-1	-1	-8	-1	-1.1	1
FC(F)(F)c1cc(C(F)(F)F)c2ccc(N/N=C/c3ccccc3)nc2n1	-6	-7	0	-4	1	-6	.	-5	-0.8	5
CCOc1ccccc1C(=O)OCC(=O)Nc1nnc(-c2ccccc2)o1	-6	-8	4	11	0	-2	-22	-9	-0.3	9
CC(=NCCCN(C)C)C1=C(O)c2ccccc2C1=O	3	9	.	7	-13	8	15	.	0.4	-9
COCc1cc(C)nc(OCC(=O)N/N=C/c2ccc(-c3cc([N+](=O)[O-])ccc3Cl)o2)c1C#N	1	-10	14	0	-5	-2	-3	-53	-0.9	53
Cc1ccc(N/C(N)=N/c2nc(CSc3nnc(C)s3)cc(=O)[nH]2)c(C)c1	14	6	-4	1	-6	1	-13	16	1.6	-16
COc1ccc(-c2c3c(nc4sc(C(=O)Nc5ccccc5)c(N)c24)CCC3)cc1	-4	12	36*	-1	-4	0	14	-65	-2.7	65
[N-]=C=C1C(=S)NC(=O)[C@H]([n+]2ccccc2)[C@H]1c1ccc(Cl)cc1	?	-9	0	3	-5	-4	.	24	1.1	-24
COc1ccc(C/C(C)=N/Nc2nc(C)cc(=O)[nH]2)cc1	-1	-2	0	-1	-5	2	11	.	1.9	.
CSC(=S)NN=C(C)c1cccc(C)n1	-6	-2	-16	5	0	-4	.	-23	1.9	23
O=C(N/N=C/c1ccncc1)c1nc(-c2ccccc2)n2c1CCCCC2	-17	-10	-3	-4	-22	1	.	-23	0.7	23
Cn1c(CNc2ccc(Cl)cc2)nnc1SCC#N	3	0	3	1	-1	-6	-16	-1	1.7	1
CCc1ccc(C2CC(c3ccc(C)cc3)n3nc(N)nc3N2)cc1 (stereo not drawn)	1	12	1	2	2	-1	1	38	-1.6	-38
O=C1Nc2ccccc2N(O)N1c1ccc(S(=O)(=O)N2CCOCC2)cc1	-14	-5	.	0	1	2	13	-8	-1.6	8
CCOC(=O)CC(NC(=O)c1ccco1)c1ccccc1Cl (stereo not drawn)	-17	?	.	-1	1	-2	-4	6	-1.8	-6
Nc1nc(NCC2CCCO2)nc(Nc2ccccc2)c1[N+](=O)[O-] (stereo not drawn)	-1	-11	0	-1	12	-8	18	-14	0.0	14
Cc1c(NS(=O)(=O)c2ccc(NCCN3CCOCC3)c([N+](=O)[O-])c2)c(=O)n(-c2ccccc2)n1C	-4	-11	-2	3	-7	2	-11	16	-1.5	-16
CC(=O)c1ccc(S(=O)(=O)NC2CC(=O)N(c3ccc(Cl)cc3)C2)cc1 (stereo not drawn)	-15	-7	0	2	-7	0	0	22	-1.4	-22
Cc1cc(=O)oc(C)c1C(=O)Nc1ccc2nsnc2c1	5	-14	.	5	-13	3	-7	21	1.3	-21
O=[N+]([O-])c1cccc2c(N3CCOCC3)ccnc12	2	-1	1	0	0	2	-17	33	-0.9	-33

Other records follow.
SMILES	Rtt109 Vps75	PvdQ inh	Wnt bcat act	HTR5A ag ctr	dFosB activator	cardiac RTF act	MITF TRPM1 HTS	SR-BI uptake up	CDK5 p35 inh	SR-BI HDL uptake
CCOC(=O)C1=C(O)C(=O)N(c2ccc(S(N)(=O)=O)cc2)C1c1ccc(OC)cc1 (stereo not drawn)	-5	-4	0	1	4	1	-5	52	-0.4	-52
O=C1[C@H]2[C@@H](c3ccc(F)cc3)N3C(=O)N(c4ccccc4)C(=O)[C@@]3(Cc3ccc(Cl)cc3)[C@H]2C(=O)N1C1CCCCC1	9	-8	-5	5	6	4	-4	32	-1.8	-32
Cc1ccc(Cl)cc1NC(=O)CSC(N)=O	1	-57	.	4	-5	11	4	1	1.2	-1
Cc1ccc(C(=O)Nc2sc3c(c2C#N)CCCCC3)cc1C	7	-10	.	-3	5	4	119*	-67	-0.6	67
CN(CC(=O)Nc1cccc(S(=O)(=O)NC2=NCCC2)c1)Cc1cccc(F)c1	-9	-11	0	2	0	-4	0	3	-0.9	-3
COc1cccc(NC(=O)CSc2nnc(NC(=O)C3CC3)s2)c1	-7	-12	-1	4	2	-3	3	1	-2.2	-1
CC1=C(C(=O)OC2CCCCC2)C(c2cccnc2)n2ncnc2N1 (stereo not drawn)	5	-5	0	1	2	-2	0	3	-0.8	-3
Cc1ccc(-n2nnnc2SCC(N)=O)c(C)c1	6	-7	.	0	-3	-6	12	12	0.2	-12
Clc1ccc(OCCCN2CCCCC2)c(Br)c1	5	-12	0	0	4	-4	57	7	1.6	-3
CCC(C)(CN(C)C)OC(=O)c1ccccc1 (stereo not drawn)	2	-8	-1	3	3	3	6	5	-1.0	-5
CCCn1c2ccccc2c2cnn(CC(=O)NCCCN3CCCCC3CC)c(=O)c21 (stereo not drawn)	2	-16	-1	-3	-9	-1	21	.	-1.2	31
O=C(NCc1ccc(N2CCCC2=O)cc1)NC1CCCCC1	3	-3	-1	2	-7	0	-2	5	0.7	-5
O=C(OCc1ccc([N+](=O)[O-])cc1)c1ccc2ccccc2n1	-10	-6	1	2	3	-1	-25	-5	1.2	5
CC(C)(C)c1ccc(OCCSc2nc3ccccc3n2CC(=O)O)cc1	.	-11	-3	-5	-12	-5	-6	10	0.0	-10
O=C(COc1ccccc1-c1ccccc1)NN=C1CCCC1	5	-27	-1	5	-5	2	-14	-1	0.2	1
Cc1ccc(C)c(NC(=O)NNC(=O)c2cc3ccccc3cc2O)c1	-4	-14	-12	-1	?	6	-3	-47	0.8	47
COc1ccc(NC(=O)CSCC(=O)N(C)CC(=O)Nc2cccc3ccccc23)cc1	5	-16	3	1	-7	1	-3	-19	0.1	19
CCn1nnc(NC(=O)c2sc3ccccc3c2Cl)n1	0	-3	.	1	-4	5	62	-2	1.1	2
C/C(=N\NC(=O)COc1cccc(C)c1)c1ccc2ccccc2c1O	-34	-5	4	6	-5	1	-9	-66	-0.8	66
